Source: PubChem BioAssay (National Center for Advancing Translational Sciences (NCATS))
ERG-DNA inh – blocks human ERG Ets domain binding to DNA; fluorescence polarization, His-ERG Ets domain / labelled DNA; Potency, µM (doses to about 76.9 µM), inactives show at the top dose FP activity, negative = inhibition, actives largely listed as inhibitors; hit rate 0.028% among 370,000; active = well fitted inhibition curve with a large enough effect in the polarisation, with a control signal flat; inconclusive = small, poorly fitted or top-dose-only effect, or effect the other way, or a change in a side signal; inactive = no such curve, though single readings can be large or run the other way; the % refers to the polarisation;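 note: polarization taken with two DNA probes labelled with fluorescein and Texas red; potency is the fitted concentration of half-maximal effect; % of control where 0% means no effect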
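His-tagged ERG Ets domain (1 uM in the protein solution; 300mM KCl, 50mM Tris-HCl, 1mM EDTA, 1mM DTT, pH 7.5) received compound, then a probe mix of 5 nM fluorescein-DNA and 100nM Texas-615-DNA. Fluorescence polarization was read for both dyes.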
ALOX12 inh – inhibitors of human 12S-lipoxygenase ALOX12 | purified 12hLO, xylenol orange hydroperoxide absorbance | Potency, µM (highest dose often 108 µM), for the others: top-dose activity change, negative = inhibition, usual class: inhibitors | hit rate 1.1% among 580,000 | AID 1671190; note: potency is the fitted concentration of half-maximal effect; % is set by controls: 0 for no effect and ±100 for the full control effect
Target sequence (P18054 whole entry, looked up): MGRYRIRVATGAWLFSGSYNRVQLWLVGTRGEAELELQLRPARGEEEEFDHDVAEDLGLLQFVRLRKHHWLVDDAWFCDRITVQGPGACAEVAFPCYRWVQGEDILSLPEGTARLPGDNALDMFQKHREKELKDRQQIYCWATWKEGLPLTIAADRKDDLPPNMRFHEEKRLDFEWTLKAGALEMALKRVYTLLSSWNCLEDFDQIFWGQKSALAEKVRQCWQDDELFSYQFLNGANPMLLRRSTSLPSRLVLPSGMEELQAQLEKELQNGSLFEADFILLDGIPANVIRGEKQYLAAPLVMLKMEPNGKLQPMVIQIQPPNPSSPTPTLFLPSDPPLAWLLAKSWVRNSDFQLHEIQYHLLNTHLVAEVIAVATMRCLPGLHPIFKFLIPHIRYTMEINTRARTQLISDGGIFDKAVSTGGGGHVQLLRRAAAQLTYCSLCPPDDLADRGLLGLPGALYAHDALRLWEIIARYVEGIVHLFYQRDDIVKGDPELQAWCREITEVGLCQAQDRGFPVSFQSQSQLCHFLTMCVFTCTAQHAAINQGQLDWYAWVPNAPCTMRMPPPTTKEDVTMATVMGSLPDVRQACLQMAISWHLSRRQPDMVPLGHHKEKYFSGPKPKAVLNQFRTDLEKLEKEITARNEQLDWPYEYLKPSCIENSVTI
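Purified human 12hLO (150 nM final) in 25 mM Hepes, 0.01% Triton X-100, pH 7.0 was preincubated 15 min at room temperature with compound. Then 40 uM arachidonic acid was added, 30 min. Hydroperoxide was read by Fe-XO absorbance ratio 573/405 nm.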
POLB inh – DNA polymerase beta (human) inhibition. Pol beta primer extension/strand displacement, fluorescence kinetic. P06746. hit rate 1.3% among 340,000. AID 485314. Potency, µM (titrated, usually from 114 µM), for the others: at the top dose activity change, negative = inhibition, most hits filed as inhibitors; note: potency is the fitted concentration of half-maximal effect; % is set by controls: 0 for no effect and ±100 for the full control effect
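Enzyme-only controls used 10 nM Pol beta; buffer lacking enzyme served as negative control. Compound preincubated 15 min, then 50 nM substrate added; 0 and 10 min reads at room temperature.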
BLM inh – blocks DNA unwinding by human BLM helicase; P54132; recombinant BLM DNA unwinding, fluorescence dequenching; Potency, µM (top dose mostly 56.1 µM), for inactives: at the highest dose activity change, negative = inhibition, actives largely listed as inhibitors; hit rate 0.2% among 350,000;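 note: potency is the fitted concentration of half-maximal effect; plate controls were vehicle for no effect and no enzyme for full effect; nearly all actives have a fitted effect of over 35% in size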
POLK inh – DNA polymerase kappa (human) inhibition; Q9UBT6; purified Pol kappa, fluorescent DNA synthesis assay, 10 min; Potency, µM (titrated, usually from 107 µM), for inactives: at the highest dose activity, negative = inhibition, actives largely listed as inhibitors; hit rate 0.53% among 400,000; note: potency is the fitted concentration of half-maximal effect; % is set by controls: 0 for no effect and ±100 for the full control effect
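50 nM final substrate added after 15 min RT preincubation of 10 nM Pol kappa with compound; fluorescence read at 0 and 10 min.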
TRHR agonist – TRH receptor (human) agonism. P34981. TRHR cells, calcium flux fluo-8, FDSS agonist mode. activation, % at 2 µM. hit rate 0.18% among 360,000. AID 493084; in the data active = activation above about 30%; note: 0% is about no effect
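Agonist-mode FDSS calcium read (Ex 480/Em 530, 1 s cycles) in 1536-well TRHR cells with fluo-8 dye, after 10-cycle baseline and 23 nL compound addition; TRH at EC20 (10 nM final) added afterwards for the enhancer phase.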
APEX1 inh – inhibitors of human APE1 endonuclease | P27695 | recombinant APE1, TAMRA/BHQ-2 abasic DNA cleavage fluorescence | Potency, µM (series often up to 65.8 µM), for inactives: at the top dose activity change, negative = inhibition, hits mostly inhibitors | hit rate 0.35% among 350,000;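 note: potency is the fitted concentration of half-maximal effect; plate controls were vehicle for no effect and reference inhibitor for full effect; nearly all actives have a fitted effect of over 55% in size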
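APE1 at 0.75 nM preincubated 15 min at room temperature with compound. Reaction then started with 50 nM double-stranded THF-abasic substrate labelled with TAMRA/BHQ-2, and 525/598 nm fluorescence read kinetically. Activity taken as third-minus-first read difference, normalized to DMSO and NSC13755 controls.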
POLI inh – blocks human DNA polymerase iota activity | hit rate 1% among 390,000 | Q9UNA4 | AID 588590 | Potency, µM (top dose mostly 115 µM), without a hit: top-dose activity, negative = inhibition, hits mostly inhibitors | Pol iota fluorescent replication assay, 10 min; note: potency is the fitted concentration of half-maximal effect
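Pol iota at 10 nM preincubated 15 min with compounds at room temperature; reaction started with fluorescent substrate, 50 nM final. Fluorescence read kinetically at 0 and 10 min; buffer-only wells as negative control.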
Anesthetic bind – candidate novel general anesthetic via apoferritin binding; P02791; apoferritin/1-aminoanthracene competitive binding, fluorescence; Potency, µM (highest dose often 77.5 µM), for inactives: top-dose activity change, negative = displacement, usual class: inhibitors; hit rate 0.074% among 350,000; note: potency is the fitted concentration of half-maximal effect; % is set by controls: 0 for no effect and ±100 for the full control effect; nearly all actives have a fitted effect of over 20% in size
Target sequence (P02791 2-175 limits assumed): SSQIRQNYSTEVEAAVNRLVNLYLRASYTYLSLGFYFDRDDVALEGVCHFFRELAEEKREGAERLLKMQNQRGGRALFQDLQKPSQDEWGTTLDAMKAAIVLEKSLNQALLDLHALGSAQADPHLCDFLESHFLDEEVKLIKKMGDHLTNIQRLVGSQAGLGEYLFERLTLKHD
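Steps: apoferritin (10 uM) was premixed with half-saturated 1-AMA in PBS, compounds were pin-transferred, plates stood 10 min at room temperature, fluorescence was read at 380/535 nm, and curves were fitted with a Hill equation.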
Numbers without * were called inactive; ? = inconclusive; / = not tested or not shown; & = joins results of further samples; [ ] = dose if it differs, or a comment. Unless noted, calls come from the whole dose curve; as a rule, active = well fitted curve in the direction sought with a large enough effect; inconclusive = small, poorly fitted or top-dose-only effect, or another doubt; inactive = no such curve, though single readings can be large; an effect the other way counts as inactive or inconclusive.

Under each structure – ERG-DNA inh, ALOX12 inh, POLB inh, BLM inh, POLK inh, TRHR agonist, APEX1 inh, POLI inh, Anesthetic bind
Cc1ccccc1-c1nc(CS(=O)CC(=O)N2CCC3(CC2)OCCO3)c(C)o1 (stereo unspecified)
 : 10%, -21%, 8%, 0%, -1%, -0.7, -1%, 3%, -13%
c1ccc2c(CN3CCCCC3)c[nH]c2c1
 : -2%, ?, -27%, -6%, 5%, 0.7, 2%, -1%, -5%
COC1=CCC2([N+](=O)[O-])CN(C)CC1([N+](=O)[O-])C2 (stereo unspecified)
 : 0%, -21%, 11%, 6%, -7%, -0.2, -3%, 12%, 2%
CCN1CCC2(CC1)NC(=O)c1ccccc1O2
 : 5%, 0%, 22%, 0%, 12%, 0.9, -10%, -10%, 1%
CN1CCN(c2nc(N(C)C)oc(=O)c2C#N)CC1
 : -4%, -13%, 25%, 1%, 4%, 1.0, 4%, 27%, -8%
ON1C2CCCCC2N(O)C1c1ccccc1F (stereo unspecified)
 : -5%, ?, 21%, 0%, -5%, 0.8, 10%, 7%, -22%
Cc1cc(OCC(=O)NCc2ccncc2)c2c3c(c(=O)oc2c1)CCC3
 : 2%, 0%, 30%[activator], 2%, -3%, 0.8, -8%, 11%, 0%
COCCCn1c(N)c(C(=O)Nc2ccccc2)c2nc3ccccc3nc21
 : 1%, 0%, 4%, -13%, -5%, 0.3, -2%, 14µM*, -14%
Cc1cc(C(=O)N2CCC3(CC2)OCCO3)cs1
 : 4%, -9%, 26%, -2%, -1%, 0.7, 12%, 4%[58.9 µM], 9%
CC1=C(C(=O)O)N2C(=O)C(NC(=O)Cc3ccccc3)C2SC1 (stereo unspecified)
 : -11%, -18%, -2%, 0%, 6%, 0.6, 5%, -5%, -9%
c1ccc(C2=NP(N3CCOCC3)(N3CCOCC3)=NC(N3CCOCC3)=N2)cc1
 : /, /, -8%, -1%, /, 1.0, 0%, /, -11%
CCOC(=O)C1=C(C)c2ccccc2OC1(C(=O)OCC)c1ccccc1 (stereo unspecified)
 : -1%, ?, /, -7%[75.6 µM], ?, /, -17%&-9%, 1%, -11%[110 µM]
CCN(CC)CCN=C(C)c1c(O)n(-c2ccccc2OC)c(=O)[nH]c1=O
 : -12%, 395%[activator], -12%, 1%, -2%, -0.2, -4%, 2%, -10%
CC(=NCCN1CCCCC1)c1c(O)n(-c2ccc(Cl)cc2)c(=O)[nH]c1=O
 : -7%, ?, 14%, 0%, 0%, 0.1, 1%, -3%, -22%
O=C(C(=O)N1CCOCC1)c1cn(Cc2c(F)cccc2Cl)c2ccccc12
 : 3%, -1%, 36%, 0%, -15%, 0.6, 17%, 80%[activator], -5%
C[C@@H]1O[C@H](C[N+](C)(C)C)C[C@@H]1O
 : /, -2%, /, /, 1%[19.4 µM], /, 13%, /, 4%
CCCN(CCC)CCc1c[nH]c2ccc(C(N)=O)cc12
 : /, -26%, 7%[57.1 µM], /, -28%[60.1 µM], /, -3%&3%, 8%[58.9 µM], /
Cc1cccn2c(=O)c3c(nc12)N1CCC(Cc2ccccc2)CC1C1(C3)C(=O)N(C)C(=O)N(C)C1=O (stereo unspecified)
 : 13%, ?, ?, 1%, -17%, 1.1, 4%, ?, ?
Clc1ccc(C[n+]2c(-c3ccccc3)cc(-c3ccccc3)cc2-c2ccccc2)cc1
 : -5%, -18%, /, /, -3%, -0.1, 1%, 10%, /
CC(C)CN1CC[C@@]2(CCCN(C(=O)Oc3ccccc3)C2)C1
 : /, 3%[57.4 µM], /, 3%, -4%[60.1 µM], /, 5%, /, /
COc1cccc(-n2c(CN3CCOCC3)nc3ccc([N+](=O)[O-])cc3c2=O)c1
 : 1%, ?, -28%, -4%, -12%, 1.3, 9%, 24%, -12%
CCN1CCC(N(C)C2CCCCC2)CC1
 : -6%, 46%[activator], 6%, 0%, -1%, -0.5, 28%, 113%[activator], 2%
CC1=CC(=O)C2=C(C)C[C@H](O)[C@@H]3[C@H](OC(=O)[C@H]3C)[C@@H]12
 : -3%, -8%, /, /, -10%, 0.6, 1%, -5%, /
Cc1cccc(CN2CCCC(C(=O)c3ccc(C(F)(F)F)cc3)C2)n1 (stereo unspecified)
 : 1%, -6%, 1%, -3%, -1%, 1.0, 1%, 40%[activator], ?
Cc1ccc(-n2c(O)c(/C=C/C=Nc3ccccc3)c(=O)[nH]c2=O)cc1
 : /, ?, ?, -15%, -16%, 24, -3%, -25%, -3%
C=CCOC(=O)COc1cc(C)cc2oc(=O)c3c(c12)CCC3
 : 2%, -8%, 11%, 0%, -1%, -1.0, -3%, 0%, -14%
COc1ccc(/C=C/c2nc(-c3ccccc3O)n(-c3ccccc3)n2)cc1OC
 : 3%, 2%, 14%, -18%, -7%, 3.2, /, -17%, 48%[activator]
CC1=CC(=Cc2sc3ccccc3[n+]2C)C=C(C)O1
 : 27%, ?, ?, 100%[activator], -12%, -2.1, -1%, ?, ?
O=C(Oc1ccccc1)N1CCC2(CCCN(Cc3nccs3)C2)CC1
 : /, 0%[57.4 µM], /, 3%, -4%[60.1 µM], /, 4%, /, /
Cn1cnc([N+](=O)[O-])c1Sc1ccc([N+](=O)[O-])cc1
 : -7%, ?, 0%, 3%, -3%, 1.9, 22%, 130%[activator], -24%
O=C(c1ccccc1)C1CCCN(Cc2nc(-c3cnccn3)no2)C1 (stereo unspecified)
 : -1%, -3%, 4%, -5%, 3%, 0.3, -7%, 86%[activator], -9%
COc1cccc(N2CCN(Cc3cccc(Cl)c3)CC2)c1
 : -7%, ?, 0%, -3%, -10%, -0.4, -6%, ?, -13%
COC(=O)[C@@]1(Cc2ccc(F)cc2)[C@H]2c3cc(C(=O)N(C)C)[nH]c3C[C@H]2CN1C(=O)c1ccccc1
 : 0%, -6%, -9%, -3%&2%, -6%, 1.6, 6%&-4%, 3%, -10%&-4%
COC(=O)Cn1cc(/C=C2\C(=O)NC(=O)N(c3ccc(OC)cc3)C2=O)c2ccccc21
 : 15%, 12%, 31%, -3%, 9%, 0.3, -10%, ?, 9%
O=c1[nH]c(=S)n(C2CC2)c(O)c1/C=N/N1CCOCC1
 : /, -29%, 3%, 1%, -5%, 1.2, -1%, 33%[activator], 3%
O=[N+]([O-])c1ccc(CN2CCN(c3ccc(Cl)cc3)CC2)o1
 : 7%, ?, 16%, -2%, -11%, 0.5, ?, -20%, -5%
O=C1CN=C(c2ccccc2)c2cc([N+](=O)[O-])ccc2N1
 : -5%, 5%, /, 0%, 17%, /, 7%&-3%, 31%[activator], 2%
COC(=O)[C@@]1(OC)C[C@@H]2O[C@@]1(C)n1c3ccccc3c3c4c(c5c6ccccc6n2c5c31)C(=O)N(C)C4
 : /, /, /, 0%[12.4 µM], -10%[12 µM], /, -11%[12.4 µM], /, 35%[activator][15.3 µM]
O=C(c1cccc(N2CCCC2=O)c1)N1CCC2(CC1)OCCO2
 : 0%, 0%, 14%, -2%, 9%, 0.3, 14%, -4%, -3%
C#CC(CC)(CC)NC(=O)Nc1ccc(OCC)cc1
 : 13%, -6%, -1%, -2%, 0%, -0.4, 2%, -5%, -4%
CC(=O)c1c(C)n(C2CCCCC2)c2ccc(O)cc12
 : -3%, ?, -26%, 2%, 0%, -0.3, -5%, 83%[activator], -18%
CC[C@]12CC[C@H](O)CC1=CCC1C2CC[C@]2(C)C(=O)CCC12 (stereo partly specified)
 : 9%, -19%, /, /, 0%, /, -10%, 8%, /
COc1ccc(N2C(=O)CC(N3CCC(n4c(=O)[nH]c5ccccc54)CC3)C2=O)cc1 (stereo unspecified)
 : -5%, 16%, 6%, 3%, -4%, 0.3, 3%, 2%, -13%
CCC1(NS(=O)(=O)c2ccc(N)cc2)C(=O)N(C)C(=O)N(C)C1=O
 : -1%, -10%, /, /, -9%, /, /, 11%, /
C[C@]12CC[C@H](O)CC1=CCC1C2CC[C@@]2(C)C1C[C@@H]1CC(=O)O[C@@H]12 (stereo partly specified)
 : 5%, 13%, /, /, -2%, /, 20%, 6%, /
O=Cc1c(C(=O)O)n(Cc2ccc(Cl)cc2)c2ccccc12
 : 20%, 11µM*, ?, -7%, -16%, 20, 0%, ?, 0%
Cc1ccccc1-n1c(O)c(C(c2ccncc2)c2c(O)n(-c3ccccc3C)c(=O)[nH]c2=O)c(=O)[nH]c1=O
 : 4%&5%, 1%&1%, -18%&-13%, -2%&-1%, -14%&-34%, -0.2&0.6, -7%&-6%, -23%[58.9 µM], -3%&3%
CN1C[C@H]2CON(C)[C@H]2C[C@H]1c1cccc(Br)c1
 : -16%, 2%, /, /, 0%, /, /, 22%, /
COc1cc(Br)c(CNCCc2ccc3c(c2)OCO3)cc1OC
 : -6%, ?, -14%, -7%, -8%, 0.3, 3%, 18%, -5%
Cc1cc(C)c(Cn2c(C(=O)O)c(C=O)c3ccccc32)c(C)c1
 : 25%, 5%, -29%, -2%, 2%, 0.5, 0%, 10%, -10%
Cc1ccc(N2C(=O)NC(=O)/C(=C/c3cnn(-c4ccc(C)cc4)c3)C2=O)cc1
 : -11%, -24%, 36%, 1%, -19%, 0.3, 1%, 3%, -13%
Clc1ccc(CSC(Cn2ccnc2)c2ccc(Cl)cc2Cl)cc1 (stereo unspecified)
 : -3%, ?, ?, -13%&-9%, 4%, 1.2, ?, -13%, 1%&5%
CC(C)(C)N1C(=O)NC(=O)/C(=C\c2ccc3c(c2)CCN3CCCCl)C1=O
 : 2%, 186%[activator], ?, -24%, -33%, 0.9, -19%, ?, -5%
O=C(c1ccc(CNS(=O)(=O)c2ccccc2)cc1)N1CCC2(CC1)OCCO2
 : -1%, -19%, -29%, -6%, -19%, 0.4, -7%, 13%, -16%
CCc1ccc(NP(=O)(Oc2ccccc2F)Oc2ccccc2F)cc1
 : 24%, -13%, 3%, -17%, -6%, 0.4, 11%, 67%[activator], 0%
CN(C)/C=C/C(=O)C(Cl)(Cl)Cl
 : 7%, -1%, -25%, -6%, -3%, 0.5, ?, 39%[activator], -10%

A portion of the library; the hit share may differ from the screen's.
